# Screening results from PubChem BioAssay.
# AID2073: disruptors of CaV2.2 binding to Mint1 – biochemical, HTRF (AID 2073) | inhibition, % at 20 µM; hits with a dose series show IC50 in µM | HTRF protein-protein interaction, Mint1-CaV2.2; higher % means a stronger effect | 290,000 compounds, 0.19% hits; in the data active = inhibition mostly above about 51%, no sharp cut-off; inconclusive = no clear call, values can overlap the other calls; inactive = mostly below about 53%; note: some results filed as inactive read as strong as hits
# NS5 inhibitors: Dengue-2 NS5 methyltransferase inhibitors, primary screen, biochemical, confirmation dose response (AID 588689); Dengue-2 NS5 methyltransferase capping enzyme assay, biochemical; higher % means a stronger effect; one-dose inhibition, % at 25 µM; IC50 in µM for titrated hits; 340,000 compounds, 0.3% hits; in the data active = a potency from the dose series; inconclusive = inhibition above about 29% without an active follow-up result
# NTR1 ag: NTR1-driven beta-arrestin-GFP spot formation – imaging, U2OS cells, high content, primary screen (AID 493036). P30989. agonist mode. activation, % at 20 µM. 330,000 compounds, 0.17% hits;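 active = activation at or above 40% of the spot to cytoplasm intensity ratio, with at least 20 cells analyzed; inconclusive = wells under 20 cells, flagged as cytotoxic or low count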;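 note: 0% = DMSO without peptide and 100% = 100 nM NTR1 peptide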
# Target sequence (P30989 whole entry, looked up): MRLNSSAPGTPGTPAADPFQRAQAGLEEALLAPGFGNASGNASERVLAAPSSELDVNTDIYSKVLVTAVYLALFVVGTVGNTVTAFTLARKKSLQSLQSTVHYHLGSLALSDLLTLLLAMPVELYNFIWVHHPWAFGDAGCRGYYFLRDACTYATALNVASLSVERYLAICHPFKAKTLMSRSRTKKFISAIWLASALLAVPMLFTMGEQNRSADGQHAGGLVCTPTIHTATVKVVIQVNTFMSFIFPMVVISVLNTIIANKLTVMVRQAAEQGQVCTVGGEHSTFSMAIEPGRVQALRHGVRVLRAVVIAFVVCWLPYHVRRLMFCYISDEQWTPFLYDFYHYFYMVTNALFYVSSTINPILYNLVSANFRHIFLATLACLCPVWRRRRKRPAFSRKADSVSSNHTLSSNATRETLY
# LYP inhibition: inhibitors of LYP phosphatase, biochemical, fluorescence intensity, uHTS (AID 1779) | recombinant LYP phosphatase, fluorescence intensity; higher % means a stronger effect | one-dose inhibition, % at 11.5 µM; IC50 in µM for titrated hits | 290,000 compounds, 0.054% hits; in the data active = inhibition above about 50%;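 note: plate controls were vehicle with enzyme for no effect and no enzyme for full effect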
# GPR35 antagonists: GPR35 antagonists blocking zaprinast-driven arrestin recruitment, primary screen, imaging, U2OS, beta-arrestin-GFP, zaprinast agonist (AID 2058); U2OS GPR35 beta-arrestin-GFP translocation imaging, zaprinast antagonism; higher % means a stronger effect; one-dose inhibition, % at 10 µM; IC50 in µM for titrated hits; 290,000 compounds, 0.052% hits;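 active = inhibition of at least 50% with at least 30 cells and total cytoplasm GFP at most 10,000,000; inconclusive = under 30 cells or total GFP of 10,000,000 plus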
# Autophagy mod: autophagy modulation, high-content screen; MEF GFP-LC3 puncta imaging; test concentration mostly 10 µM; 190,000 compounds, 0.98% hits; calls only at 10 µM (by protocol);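 active = percentage of spot-positive cells more than 3 SD above its plate mean, without a fluorescence outlier flag or 80% toxicity; inconclusive = no clear call, values can overlap the other calls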;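 note: spot-positive cell cutoff set from DMSO-treated cells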
# K1F lysis inhibition: protection from phage-mediated lysis, alamar blue read-out – E. coli UTI89, K1F phage, bacterial capsule biogenesis inhibitors (AID 488966); E. coli UTI89 K1F phage lysis, alamar blue, 2 h; higher % means a stronger effect; 340,000 compounds, 0.02% hits; inhibition, % at 100 µM, or IC50 in µM where a hit was titrated;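 active = phage lysis inhibition, versus mean bacterial control, above a set limit; inconclusive = no clear call, values can overlap the other calls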;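 note: capsule biogenesis inhibitors block K1F phage lysis so surviving cells raise fluorescence; higher fluorescence means more inhibition of phage lysis; actives were called in the ten point dose series up to 300 µM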
# WT yeast gro inh: growth inhibition of WT yeast, mitochondrial fusion screen; inhibition, % at 10 µM; 190,000 compounds, 2.1% hits; mitochondrial fusion phenotypic screen, WT strain; in the data active = inhibition above about 58%; tested in S. cerevisiae
# RSV antiviral HEp-2: inhibition of RSV-induced cytopathic effect – HEp-2 cells, primary 10 µM value included (AID 2391); HEp-2 cells, RSV-induced CPE inhibition; higher % means a stronger effect; one-dose CPE inhibition, % at 10 µM; IC50 in µM for titrated hits; 310,000 compounds, 0.13% hits; in the data active = a potency from the dose series; inconclusive = CPE inhibition mostly from about 23% at the one dose, without a potency; inactive = the rest, 99 in 100 with CPE inhibition below about 21%; note: strong numbers were not always called active
# WT yeast gro inh mutant strain: second read-out of WT yeast gro inh, no call of its own (marks repeat the call); inhibition, %; mitochondrial fusion phenotypic screen, mutant strain inhibition
# Autophagy mod cell loss 18 h: recorded beside Autophagy mod, whose call it bears; toxicity, %; measured here: cell loss, nuclei count;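 cell loss after 18 h compound exposure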
# NTR1 ag cell count 20 µM: second read-out of NTR1 ag, no call of its own (marks repeat the call); cell count; measured here: cell count, cytotoxicity flag
# NS5 inhibitors pilot replicate: also measured in NS5 inhibitors; calls as there; inhibition, %; measured here: pilot screen replicate inhibition
# Starred values were filed as active, the others as inactive; i = inactive; ? = inconclusive; · = not tested or not shown; [ ] = dose if it differs, or a comment.
SMILES,AID2073,NS5 inhibitors,NTR1 ag,NTR1 ag cell count 20 µM,LYP inhibition,GPR35 antagonists,Autophagy mod,Autophagy mod cell loss 18 h,K1F lysis inhibition,WT yeast gro inh,WT yeast gro inh mutant strain,RSV antiviral HEp-2,others
COC(=O)C1=C(c2ccc3ccccc3c2)C[C@@H]2CC[C@H]1N2C(=O)NCC1CC1,·,-2%,-1.7,40,·,·,·,·,-0.6%,·,·,0.9%,
CC(C)Oc1ccc(C2(C#N)CC[N+](C)(C)CC2)cc1,0%,-3%,0.1,55,-8%,-5%,i,7,4.3%,0,-2,0.4%,
Cc1ccc2c(c1)CC1(CN2C)C(=O)NC(=O)N(c2cc(C)ccc2C)C1=O (stereo not given),-15%,1%,1.0,72,-4%,22%,i,10,-0.2%,16,14,2.9%,NS5 inhibitors pilot replicate=2.4
O=C1Nc2ccc(Br)cc2C(c2ccc(Cl)cc2)=NC1O (stereo not given),4%,-2%,1.3,77,-5%,-4%,·,·,-0.6%[50 µM],·,·,3.5%,
CCN1C(=O)C(=C/C=C/c2ccco2)C(=O)N(CC)C1=S,-6%,-65%,-1.8,89,-7%,8%,i,5,0.1%,17,6,-0.2%,
CCOC(=O)N(c1ccccc1)P1(=S)OCCO1,-20%,7%,2.2,39,3%,-6%,i,-7,-0.7%,-4,-7,0.5%,
O=C(N/N=C/c1c(O)n(CCc2ccc(F)cc2)c(=O)[nH]c1=O)c1ccccc1,8%,·,-0.6,40,-3%,2%,·,·,·,·,·,3.7%,
CCOC(=O)c1ccc(N=C(c2ccccc2)c2c(O)n(C)c(=O)n(C)c2=O)cc1,-5%,-27%,-0.2,48,-8%,17%,·,·,-0.4%,·,·,?,
CN1CC(C(=O)c2ccc(F)cc2)C(c2ccc(F)cc2)C1 (stereo not given),0%,2%,-0.1,96,-5%,16%,·,·,0.3%,·,·,0.2%,
C=CCn1c(O)c(C=Nc2ccc(OC)cc2C)c(=O)[nH]c1=O,2%,28%,-2.3,44,2%,-2%,i,16,2.3%,2,-15,1.6%,
CSCCC(N=Cc1c(O)n(-c2ccc(Br)cc2)c(=O)[nH]c1=O)C(=O)OC(C)(C)C (stereo not given),-2%,-2%,-0.5,84,-5%,9%,i,7,-0.4%,17,6,2.8%,NS5 inhibitors pilot replicate=-3.2
OC12Oc3ccccc3C=C1N1CCC2CC1 (stereo not given),-3%,-5%,0.6,57,-14%,2%,i,-4,1.2%,13,0,0.8%,
O=C(Cn1cc(C=C2C(=O)NC(=O)NC2=O)c2ccccc21)NCC1CCCO1 (stereo not given),14%,?,-0.3,49,-7%,24%,·,·,-1.0%,·,·,0.9%,
O=C(COC(=O)Cc1ccccc1)Nc1cccnc1Cl,-2%,-8%,-1.6,52,-1%,-16%,i,0,-0.1%,-27,-7,-0.4%,
COc1cc(OC)cc(C(=O)Nc2ccc(Br)cc2C(=O)c2ccccc2)c1,2%,-4%,4.2,46,6%,7%,i,12,2.6%,3,3,2.5%,
CCN1CCN(Cc2cc3c(cc2[N+](=O)[O-])OCO3)CC1,-22%,2%,-0.7,53,-7%,-7%,·,·,1.0%,·,·,1.1%,
N#CC(C#N)=NNc1ccc(-n2ccc(C(F)(F)F)n2)cc1,-20%,15%,4.6,49,1%,-12%,·,·,0.7%,·,·,18%,
CC[N+](C)(CC)CCCCOc1ccc2c(c1)C(=O)c1cc(OCCCC[N+](C)(CC)CC)ccc1-2,8%,-3%,-0.4,55,-4%,-7%,·,·,0.5%,·,·,·,
CCC(=O)c1cc(F)c(N2CCN(CC)CC2)cc1C,-11%,-4%,-0.2,68,-6%,-4%,i,2,1.0%,-8,-31,-0.4%,
O=C(N/N=C/c1c(O)n(Cc2ccc(F)cc2)c(=O)[nH]c1=O)c1ccccc1O,8%,-12%,4.7,43,-3%,1%,i,8,0.1%,26,16,6.9%,
O=c1[nH]c(=S)n(-c2ccccc2)c(O)c1C=NCc1ccccn1,5%,·,-0.7,47,-2%,-5%,·,·,·,·,·,·,
CCOC(=O)c1cc(C)sc1/N=C/C1C(=O)NC(=S)NC1=O,37%,11%,-0.1,49,-2%,1%,i,22,-1.3%,-4,17,1.6%,
COC(=O)C1=C(c2cc3ccccc3s2)C[C@@H]2CC[C@H]1N2C(=O)NCCS(C)=O (stereo not given in full),·,-13%,-0.9,78,·,·,·,·,-0.5%,·,·,1.1%,
CN(C)C(=Nc1ccccc1)P(=S)(N(C)C)N(C)C,8%,·,-0.4,57,-4%,-8%,i,12,0.4%,5,12,-1.4%,
COc1ccc(C(=O)C2CCCN(Cc3cccc(C)n3)C2)c(OC)c1 (stereo not given),-8%,4%,1.5,61,-6%,-4%,·,·,0.1%,·,·,-0.6%,
Cc1ccc(/C=C2\C(=O)NC(=S)N(c3ccccc3F)C2=O)s1,3%,22%,·,·,0%,34%,i,0,0.6%,17,13,-1.5%,
CN(C)C(=O)Oc1ccc2c(=O)c(Oc3ccccc3Br)coc2c1,4%,-5%,-0.8,94,-6%,10%,·,·,-0.1%,·,·,0.3%,
COC(=O)C1=C(c2cccc(NC(C)=O)c2)C[C@@H]2CC[C@H]1N2C,·,7%,1.9,71,·,·,·,·,2.2%,·,·,0.3%,
C=CCn1c(O)c(/C=C2\C=Nc3ccccc32)c(=O)[nH]c1=O,19%,·,-0.2,49,1%,3%,·,·,·,·,·,4.4%,
COc1ccc(CN2C(=O)NC(=O)/C(=C\c3cc(OC)c(OC)c(OC)c3)C2=O)cc1,21%,-2%,1.4,53,-4%,-9%,i,7,-3.7%,0,9,1.0%,
CCOC(=O)c1c(/N=C/c2c(O)n(-c3cccc(C)c3)c(=O)[nH]c2=O)sc2c1CCCC2,-20%,-17%,2.7,47,1%,-18%,i,-3,-0.6%,32,9,4.7%,
COCCOC(=O)C1=C(N)Oc2c(c(=O)oc3ccccc23)C1c1ccncc1 (stereo not given),10%,-2%,-0.3,58,-8%,10%,i,0,1.7%,-25,-10,-0.5%,
O=C(Cc1ccccc1)N1CCN(C2CCCC2)CC1,-1%,-8%,0.3,83,32%,-9%,i,5,1.5%,2,-8,1.7%,
O=c1[nH]c(=S)[nH]c(O)c1/C=N/N1CCOCC1,-3%,-9%,-1.2,39,5%,-8%,·,·,-0.9%,·,·,·,
COc1ccc2c(c1)NP(=S)(Oc1ccccc1)N2 (stereo not given),46%,9%,-0.5,76,-1%,-2%,·,·,0.1%,·,·,1.2%,
O=c1[nH]c(=O)n(CCC2=CCCCC2)c(O)c1C=Nc1cccc(F)c1,-6%,-3%,-1.7,67,-2%,9%,i,-3,0.2%,-12,-6,0.7%,
C[C@]12CC[C@@H](O)C[C@H]1CC[C@@H]1[C@@H]2CC[C@]2(C)C(=O)CC[C@@H]12,·,-6%,-1.3,50,·,·,·,·,2.8%,·,·,-0.4%,
CCCC(C)(COC(N)=O)COC(=O)NC(C)C (stereo not given),3%,-10%,1.2,55,-5%,-21%,i,-40,0.8%,3,7,1.4%,
NNC(=O)c1nc[nH]c1C(=O)Nc1ccc(Cl)cc1C(=O)c1ccccc1,19%,1%,0.0,56,-1%,4%,·,·,0.2%,·,·,1.1%,
COC(=O)C1=C(c2cccc(C#N)c2)C[C@@H]2CC[C@H]1N2C(=O)NCCOc1ccc(OC)cc1,·,-3%,-0.7,71,·,·,·,·,-0.2%,·,·,1.4%,
C=CCn1c(O)c(C=NCCCn2ccnc2)c(=O)[nH]c1=O,16%,1%,0.3,48,-9%,0%,·,·,0.4%,·,·,3.7%,
CCCCn1c(=O)c(C(=O)Nc2cccc(C)c2)c(O)c2ccccc21,14%,3%,1.4,68,-7%,-5%,·,·,0.2%,·,·,12%,NS5 inhibitors pilot replicate=0.6
C/C(CC(c1ccccc1)c1c(O)c2ccccc2oc1=O)=N\Nc1ccc([N+](=O)[O-])cc1[N+](=O)[O-] (stereo not given),-1%,94µM*,4.1,52,0%,14%,·,·,0.0%,·,·,3.2%,
Cc1cc(N2CCCCC2)ccc1C=C1C(=O)N(C)C(=S)N(C)C1=O,5%,12%,-2.1,33,-5%,-2%,i,-3,i,9,-4,3.1%,
CCn1c(O)c(C=NCCN2CCOCC2)c(=O)n(CC)c1=S,-3%,-71%,0.0,54,0%,-4%,·,·,-3.3%,·,·,0.7%,
COc1nc2ccccc2c(=O)n1-c1ccc(C)cc1,17%,1%,1.2,90,-7%,5%,i,-11,0.6%[50 µM],-4,-24,1.1%,
COc1ccc(OC)c(CN2CCCC(C(=O)c3sccc3C)C2)c1 (stereo not given),-7%,6%,1.0,65,-4%,-20%,·,·,0.1%,·,·,-0.5%,
CN1CCCN(C(=O)COc2ccccc2)CC1,-8%,-1%,-0.2,47,-6%,-3%,·,·,0.4%[50 µM],·,·,0.8%,

# Random excerpt: two records from the list
SMILES,AID2073,NS5 inhibitors,NTR1 ag,NTR1 ag cell count 20 µM,LYP inhibition,GPR35 antagonists,Autophagy mod,Autophagy mod cell loss 18 h,K1F lysis inhibition,WT yeast gro inh,WT yeast gro inh mutant strain,RSV antiviral HEp-2,others
C[C@]12CC[C@@H](O)C[C@H]1CC[C@@H]1[C@@H]2CC[C@]2(C)C(=O)CC[C@@H]12,·,-6%,-1.3,50,·,·,·,·,2.8%,·,·,-0.4%,
COC(=O)C1=C(c2cccc(C#N)c2)C[C@@H]2CC[C@H]1N2C(=O)NCCOc1ccc(OC)cc1,·,-3%,-0.7,71,·,·,·,·,-0.2%,·,·,1.4%,

# Next records.
SMILES,AID2073,NS5 inhibitors,NTR1 ag,NTR1 ag cell count 20 µM,LYP inhibition,GPR35 antagonists,Autophagy mod,Autophagy mod cell loss 18 h,K1F lysis inhibition,WT yeast gro inh,WT yeast gro inh mutant strain,RSV antiviral HEp-2,others
CN1CCCC(C(=O)c2ccc(-c3ccccc3)cc2)C1 (stereo not given),9%,1%,-1.8,63,-5%,-10%,·,·,0.0%,·,·,-1.8%,NS5 inhibitors pilot replicate=1.5
O=c1[nH]c(=S)n(-c2ccccc2F)c(O)c1C=NCc1ccco1,-6%,-6%,0.3,47,-2%,-1%,i,6,0.9%[50 µM],-11,-13,2.0%,
C/C(=N\N1CCCCCC1)c1c(O)n(-c2ccccc2C)c(=O)[nH]c1=O,-8%,-8%,0.6,39,-4%,-14%,·,·,-1.1%,·,·,·,
COC(=O)C1=C(c2ccccc2OCc2ccccc2)C[C@@H]2CC[C@H]1N2C(=O)NCc1ccc(F)cc1,·,-4%,4.4,62,·,·,·,·,-1.6%,·,·,2.2%,
COc1ccc(N2C(=O)/C(=C/c3cc(C)n(-c4ccc(C)cn4)c3C)C(=O)NC2=S)c(OC)c1,35%,14%,-0.4,81,-2%,-4%,i,0,0.4%,-9,-12,15%,
COc1ccc(C(=O)c2nc3ccccc3n2C(C)C)cc1,6%,2%,-0.6,40,-3%,0%,i,28,-0.2%,1,5,0.8%,

# An excerpt; count on the stated rates, not on these rows.
